Screening results from PubChem BioAssay.
MrgX1 antag = antagonists of human MrgX1 receptor, primary screen, HEK293 cells, Fluo-4 calcium flux; Mas-related G-protein coupled receptor member X1 (Homo sapiens), Q96LB2; 310,000 tested, 1.3% active; AID 588676, 2011; B-score at 10 µM; BAM8-22 antagonism; hits give low values;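 active = calcium-response B-score plate-corrected more than 3 library SD below zero, starting fluorescence within 5 deviations, no agonist response on first addition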;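 also: peak minus trough fluorescence over baseline after final BAM8-22 challenge near maximal dose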
SKKanGAS inh = S. pyogenes SKKanGAS growth inhibitors in kanamycin, primary screen, streptokinase expression inhibitor project, SKKanGAS strain, BacTiter-Glo luminescence. inhibition, % at 7.5 µM. 300,000 tested, 1.3% active. 6 h;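 active = mean replicate score, as percent of positive control median, at least 50; inconclusive = mean below 50 but one replicate at or above 50; inactive = mean and every replicate below 50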;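 also: strain carries kanamycin resistance gene driven by streptokinase promoter and grows in 40 µg/ml kanamycin; loss of luminescence reflects streptokinase promoter inhibition or plain growth inhibition; 0% = median of DMSO wells and 100% = positive control at its reference dose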
TRPC4 act = activators of mouse TRPC4 channel, primary screen, Fluo4 calcium, HEK293 TRPC4beta/mu-opioid cells; B-score at 10 µM; Fluo4 calcium fluorescence; hits give high values; AID 2237, 2010; 310,000 tested, 0.49% active; Short transient receptor potential channel 4 (Mus musculus), Q9QUQ5;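 active = B-score above 5 SD of library B-scores, and initial fluorescence ratio not above library mean plus 5 SD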;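 also: positive B-score marks a calcium rise read as TRPC4 activation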
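Material: HEK293 stable line with TRPC4beta plus mu-opioid receptor; technique: Fluo4 calcium-sensitive dye fluorescence, kinetic, 1 Hz baseline; timing: Fluo4 dye loading 45 min at room temperature, 110 s recording; controls: assay buffer as low control, maximal DAMGO as high control; read-out: integrated baseline-normalised fluorescence ratio, converted to per-well B score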
HIF act = HIF pathway transcriptional activators, primary screen, cell-based, U2OS HRE-luciferase, luminescence. 300,000 tested, 0.32% active. activation, % at 7.5 µM (by protocol). U2OS HRE-luciferase reporter; normalized: DMSO 0%, desferrioxamine 100%;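 active = mean activation of at least 10% of the iron chelator positive control signal, with at least half of replicates also reaching 10%; inconclusive = mean and replicate majority disagree about reaching 10%; inactive = mean and most replicates under 10%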
TRPC6 activator = mouse TRPC6 channel activators, primary screen, cell-based, HEK293, membrane potential dye. B-score at 10 µM. Short transient receptor potential channel 6 (Mus musculus), Q61143. 310,000 tested, 0.13% active. HEK293-TRPC6 membrane potential dye fluorescence; hits give high values. AID 2550, 2010;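 active = B-score of the integrated fluorescence ratio above library mean plus 3 SD, and starting fluorescence ratio within library mean plus 5 SD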;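 also: higher score means more depolarization so channel activation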
Target sequence (Q61143 whole entry, looked up): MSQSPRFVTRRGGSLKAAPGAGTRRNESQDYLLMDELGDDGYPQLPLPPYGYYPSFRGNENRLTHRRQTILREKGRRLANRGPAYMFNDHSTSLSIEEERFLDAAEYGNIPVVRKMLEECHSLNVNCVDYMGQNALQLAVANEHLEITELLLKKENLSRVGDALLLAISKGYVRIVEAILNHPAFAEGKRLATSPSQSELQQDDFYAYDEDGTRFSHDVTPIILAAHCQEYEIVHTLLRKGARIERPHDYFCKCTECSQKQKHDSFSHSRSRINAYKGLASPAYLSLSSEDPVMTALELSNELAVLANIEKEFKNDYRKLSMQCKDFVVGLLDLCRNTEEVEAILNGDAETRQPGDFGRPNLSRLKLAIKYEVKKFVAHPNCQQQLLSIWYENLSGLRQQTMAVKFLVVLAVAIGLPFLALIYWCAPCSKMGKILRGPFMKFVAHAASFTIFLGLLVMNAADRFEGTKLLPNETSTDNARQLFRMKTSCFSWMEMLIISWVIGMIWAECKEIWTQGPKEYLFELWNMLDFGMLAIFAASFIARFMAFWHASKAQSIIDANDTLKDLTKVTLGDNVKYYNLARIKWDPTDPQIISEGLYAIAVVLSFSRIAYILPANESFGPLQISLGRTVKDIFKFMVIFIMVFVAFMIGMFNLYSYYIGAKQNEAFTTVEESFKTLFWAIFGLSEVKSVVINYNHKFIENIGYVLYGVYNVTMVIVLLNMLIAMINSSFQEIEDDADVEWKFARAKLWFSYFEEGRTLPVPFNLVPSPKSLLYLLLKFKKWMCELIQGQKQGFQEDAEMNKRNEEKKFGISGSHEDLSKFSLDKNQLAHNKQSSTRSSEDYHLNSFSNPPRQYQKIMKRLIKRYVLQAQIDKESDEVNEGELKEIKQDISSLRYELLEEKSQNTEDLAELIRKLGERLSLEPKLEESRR
aSyn 5UTR inh = MLPCN primary screen, SNCA 5' untranslated region. alpha-synuclein 5'UTR reporter, inhibitor activity. inhibition, % (tested at 7.5 µM). 300,000 tested, 0.82% active; in the data active = inhibition above about 60%; inconclusive = no clear call, values can overlap the other calls;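 also: H4 neuroglioblastoma cells stably carrying SNCA 5'UTR luciferase fusion; 0% = DMSO wells and 100% = positive control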
IEC-6 cytotox = cytotoxicity in IEC-6 intestinal epithelial cells, primary screen, cytotoxicity control for KLF5 inhibitor project, cell-based, luminescence | IEC-6 cytotoxicity, luminescence viability | inhibition, % at 5 µM | 290,000 tested, 0.78% active | AID 1825, 2009; in the data active = inhibition above about 22%;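 also: 0% = plate median of test compound wells and 100% = cytotoxic reference compound wells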
TRPC4 inh = inhibitors of mouse TRPC4 channel, primary screen, Fluo4 calcium, HEK293 TRPC4beta/mu-opioid cells; Short transient receptor potential channel 4 (Mus musculus), Q9QUQ5; DAMGO-evoked Fluo4 calcium flux; hits give low values; B-score at 10 µM; 300,000 tested, 0.39% active;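 active = B-score over 3 SD under the library average, no early fluorescence shift, positive overall ratio signal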
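Assay system: HEK293 cells with stable TRPC4beta plus mu-opioid receptor expression; Probe or stimulus: DAMGO in two steps, submaximal then maximal; Dosing: single-point compound dosing; Measured by: Fluo4 calcium-dye fluorescence, kinetic read; Read-out basis: B score from integrated Fluo4 fluorescence ratio.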
TRPC6 inh = mouse TRPC6 channel inhibitors, primary screen, cell-based, HEK293, membrane potential dye | Short transient receptor potential channel 6 (Mus musculus), Q61143 | ACh-evoked depolarization; hits give low values | B-score at 10 µM | 310,000 tested, 1.1% active;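 active = B-score under library mean minus 3 SD, initial fluorescence not abnormally high, positive integrated signal ratio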;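 also: B-score derived from integrated fluorescence ratio over the kinetic read; more negative B-score means stronger inhibition of depolarization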
KLF5 inh = KLF5 expression inhibitors, primary screen, DLD-1 cells, luminescence. DLD-1 KLF5 promoter-luciferase reporter. inhibition, % at 5 µM. 290,000 tested, 0.23% active;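 active = inhibition above a per-plate limit of that plate's mean compound inhibition plus 3 SD, cut at about 60% in these data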;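 also: 0% = DMSO wells and 100% = LY294002 at 200 µM; higher means less KLF5 promoter-driven luciferase light; inactives centre near -14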
TRPC4 potent = positive allosteric modulators of TRPC4, primary screen, cell-based, mouse TRPC4beta, HEK293 mu-opioid, Fluo-4 calcium; Short transient receptor potential channel 4 (Mus musculus), Q9QUQ5; DAMGO EC20, Fluo-4 Ca2+ flux; hits give high values; B-score at 10 µM; 310,000 tested, 0.42% active; AID 2227, 2009;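 active = B-score of calcium response area above 5 SD of library B-scores, with initial fluorescence ratio within 5 SD of library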;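 also: B-score of integrated fluorescence ratio over time as area under calcium response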
* hit, by the source's call; i = inactive; ? = inconclusive; . = no result given. Compounds were not picked by outcome. Share with any hit: about 5.8%.

Molecule	KLF5 inh	SKKanGAS inh	TRPC4 act	TRPC6 inh	aSyn 5UTR inh	IEC-6 cytotox	MrgX1 antag	TRPC4 potent	TRPC6 activator	TRPC4 inh	HIF act
O=C(O)c1ccc(NC2=Nc3cccc4cccc2c34)cc1	-39.0	-4.0	i	i	-36.9	-1.4	.	i	i	i	2.5
COCCNC(=O)c1ccc(NS(C)(=O)=O)cc1	-7.2	-6.0	i	i	-10.0	-0.9	i	i	i	i	-0.3
COc1ccc([C@H]2[C@H](C(=O)C(C)(C)C)N3N=Cc4ccccc4C3[C@]23N=C(c2ccccc2)OC3=O)cc1 (stereo partly specified)	-9.3	-0.9	i	i	-45.1	-0.2	i	i	i	i	1.3
Cn1c(=O)cc(N)n(Cc2ccccc2)c1=O	2.0	2.9	i	i	0.9	5.5	i	i	i	i	1.6
O=C1COc2ccc(C(=O)COC(=O)Cn3cnc4ccccc43)cc2N1	-12.3	0.4	i	i	-6.3	-1.3	i	i	i	i	0.6
CCCCNC(=O)CC1NCCNC1=O (stereo unspecified)	-1.8	14.4	i	i	0.8	10.0	i	i	i	i	1.1
CCOC(=O)N1CCC(NC(=O)CCc2c(C)nc3nc(C)nn3c2C)CC1	0.3	-1.7	i	i	9.5	1.8	i	i	i	i	0.1
O=C(O)c1cc(-c2ccc(N3CCOCC3)cc2)nn1-c1ccc(F)cc1	18.7	-5.3	i	i	-1.3	-4.1	i	i	i	i	-0.2
CCOC(=O)C1CC(c2ccc(Cl)cc2)=NNC1=O (stereo unspecified)	-28.8	-14.2	i	i	9.7	0.3	i	i	i	i	0.4
Cc1cc(-c2nc(-c3ccncc3)no2)ccc1[N+](=O)[O-]	-148.5	-0.3	i	i	-165.5	-0.4	i	i	i	i	3.7
CCOc1ccc(CN2CCC(Cc3ccccc3)CC2)cc1	8.5	-1.7	i	i	-0.4	-0.1	i	i	i	i	0.5
Cc1cccc(NC(=O)CSCC(=O)NCc2cccc(C(F)(F)F)c2)c1	-33.8	-13.8	i	i	3.3	-2.7	i	i	i	i	-0.5
Cc1cc(=O)n2c(-c3ccccc3C)n[nH]c2n1	-6.6	1.4	i	i	-35.0	1.2	i	i	i	i	-0.1
CC(C)c1nnc(NC(=O)CCC(=O)N2CCN(c3ccccn3)CC2)s1	5.3	5.7	i	i	6.1	-3.3	i	i	i	i	0.9
CCCCN(CC)CCNC(=O)c1cc2c(C)nc3ccccc3c2o1	14.7	0.8	138*	i	-31.9	6.8	i	i	i	i	-0.4
NS(=O)(=O)c1ccc(NC(=S)N2CCN(C(=O)C3CCCO3)CC2)cc1 (stereo unspecified)	-40.5	-1.5	i	i	-1.4	-7.7	i	i	i	i	0.0
Cc1ccccc1CSCCC(=O)NCCC1=CCCCC1	-8.0	0.2	i	i	-2.0	3.9	i	i	i	i	0.4
Cc1ccc2c(c1)c1c3n2CCCN(Cc2ccccc2)C3CCC1 (stereo unspecified)	-12.2	4.8	i	i	2.8	-1.6	i	i	i	i	0.1
CCCCN1C(C)=CC(=C2C(=O)c3ccccc3C2=O)C=C1C	-103.6	6.9	i	i	46.4	7.9	i	i	i	i	-0.3
O=C1c2ccccc2NC(c2cn[nH]c2-c2ccccc2)N1O (stereo unspecified)	-19.4	-4.0	i	i	-15.6	2.6	i	i	i	i	1.1

The results go on:
Molecule	KLF5 inh	SKKanGAS inh	TRPC4 act	TRPC6 inh	aSyn 5UTR inh	IEC-6 cytotox	MrgX1 antag	TRPC4 potent	TRPC6 activator	TRPC4 inh	HIF act
OCCn1c(-c2ccc3c(c2)OCO3)csc1=Nc1ccccc1	-12.7	8.6	i	i	-97.1	1.5	i	i	i	i	3.4
CCOC(=O)Cn1c(C)nc2ccccc21	13.8	-5.3	i	i	-2.8	5.4	i	i	i	i	0.3
c1cnc(N2CCN(c3cnccn3)CC2)nc1	-1.4	-10.1	i	i	-1.1	-0.3	i	28*	i	i	0.0
CN(C(=O)CSc1nc(-c2ccccc2)c(-c2ccccc2)o1)C1CCS(=O)(=O)C1 (stereo unspecified)	-20.4	-8.3	i	i	21.3	7.6	i	i	i	i	-0.2
CCOc1ccc(/C=C2\SC(=S)NC2=O)cc1OC	-9.2	9.0	i	i	7.0	4.0	i	i	i	i	0.5
O=C1COc2ccc(S(=O)(=O)N3CCN(c4ccccc4F)CC3)cc2N1	-33.0	-19.8	i	i	-3.0	-3.2	i	i	i	i	0.2
CC(C)CC(NC(=O)C(Cc1ccc(OCc2ccccc2)cc1)NC(=O)OC(C)(C)C)C(N)=O (stereo unspecified)	-20.8	-1.1	i	i	12.8	-3.3	i	i	i	i	0.4
CCC(C)C(NC(=O)C1CCC(C)CC1)C(=O)NC(C(=O)OC)C(C)C (stereo unspecified)	-26.3	5.6	i	i	.	8.8	i	i	i	i	.
c1coc(CNc2c3c(nc4ccccc24)CCC3)c1	-21.0	10.8	i	i	-23.2	6.6	-5.49*	i	i	i	-1.6
CCC(=O)N1c2ccc(S(=O)(=O)CCC(=O)NCc3ccc4c(c3)OCO4)cc2CC1C (stereo unspecified)	7.5	3.8	i	i	1.2	0.4	i	i	i	i	0.1
Nc1c(N2CCCCC2)c2ccccc2oc1=O	-26.8	9.4	i	i	-27.3	-6.1	i	i	i	i	0.1
O=C(NCC1CCCO1)c1nc2c(nnn2Cc2ccc(F)cc2)c(=O)[nH]1 (stereo unspecified)	-20.2	4.4	i	i	13.4	4.1	i	i	i	i	-0.1
CN1C(=O)c2cccc(NC(=O)C3CCCCC3)c2C1=O	-67.4	-2.6	i	i	11.9	3.6	i	i	i	i	-0.2
c1ccc2oc(-c3csc(N4CCOCC4)n3)cc2c1	-132.8	3.5	i	i	-2.6	7.0	i	i	i	i	-4.4
O=C1CCc2cc(S(=O)(=O)NCc3ccccc3Cl)cc3c2N1CC3	.	-0.4	i	i	-10.3	.	i	i	i	i	1.6
C=CCNC(=O)/C(=C\C=C\c1ccccc1)NC(=O)c1ccccc1Cl	11.5	-2.8	i	i	14.6	-5.9	i	i	i	i	-0.2
Cc1ccc(/C=N/N(Cc2ccccc2)c2ccccc2)o1	-10.7	15.1	i	i	14.0	4.1	i	i	i	i	-0.4
Cc1nnc(SCC(=O)NCc2ccc(Cl)cc2)[nH]c1=O	-16.8	6.0	i	i	-16.3	0.3	i	i	i	i	0.6
Clc1ccc(Cn2nnc(-c3ccc(CN4CCOCC4)cc3)n2)cc1	-12.3	11.3	i	i	-19.9	1.6	i	i	i	i	-0.4
CCN1CCN(CC(=O)c2ccc(C)cc2)CC1	-15.4	7.6	i	i	-6.1	0.1	i	i	i	i	0.3

Next section:
Molecule	KLF5 inh	SKKanGAS inh	TRPC4 act	TRPC6 inh	aSyn 5UTR inh	IEC-6 cytotox	MrgX1 antag	TRPC4 potent	TRPC6 activator	TRPC4 inh	HIF act
CCn1cc(CNC(=O)c2cc(Cl)ccc2OC)c(C)n1	2.2	-8.6	i	i	-13.7	-4.3	i	i	i	i	0.0
COc1cccc(NC(=O)c2cccc(N3C(=O)C4C5C=CC(C5)C4C3=O)c2)c1 (stereo unspecified)	-10.4	5.6	i	i	-21.4	2.9	i	i	i	i	0.7
COc1ccc(NC(=O)CCCn2c(=O)oc3ccccc32)cc1Cl	-69.2	-2.9	i	i	-56.3	-4.1	i	i	i	i	0.4
O=C(N/N=C/c1ccoc1)c1cc(O)cc(O)c1	-29.3	2.5	i	i	0.9	-11.7	i	i	i	i	0.0
CC(NC(=O)c1ccc(S(C)(=O)=O)cc1)c1cccc2ccccc12 (stereo unspecified)	9.0	5.3	i	i	-4.2	-1.6	i	i	i	i	-0.4
COc1cc(NC(=O)CSc2nnc3c(n2)[nH]c2ccc(S(=O)(=O)NC(C)C)cc23)cc(OC)c1OC	-21.0	5.8	i	i	-0.3	0.5	i	i	i	i	0.2
C=CCn1c(O)c(C=Nc2ccccc2)sc1=S	8.4	-4.0	i	i	-106.8	3.9	i	i	i	i	0.9
Cc1ccccc1OCC(=O)Nc1ccccc1N1CCCCC1	-3.7	57.3*	i	i	47.2	-1.7	i	i	i	i	0.4
Clc1ccc(CN2CCC(c3nc4ccc(Cl)cc4[nH]3)CC2)cc1	-13.2	2.8	i	i	0.6	0.6	i	i	i	i	-0.1
COC(=O)c1ccc(NC(=O)CSc2nnc(CNc3ccc(F)cc3)n2C)cc1	-35.9	1.2	i	i	-13.8	-0.7	i	i	i	i	.
COc1cc(NC(=O)CN2C(=O)c3ccccc3Sc3ccc(C(=O)N4CCOCC4)cc32)cc(OC)c1OC	-6.7	5.2	i	i	4.3	9.6	i	i	i	i	?
CCOc1ccccc1C(=O)Nc1cccc(-c2nnc(-c3ccccc3)o2)c1	-3.3	8.2	i	i	5.2	-4.5	i	i	i	i	0.1
Cc1cc(C(=O)OCC(=O)Nc2nc(-c3ccccc3)cs2)c(C)o1	-13.7	-7.0	i	i	-4.0	-0.5	i	i	i	i	-0.4
Nc1cccc(-c2cc(-c3ccccc3)nc(-c3cccc(N)c3)n2)c1	12.4	5.7	i	i	33.9	4.5	i	i	i	i	-0.1
COc1ccc(N2Cc3ccccc3C2=O)cc1	-69.3	13.3	i	i	-9.8	11.0	i	i	i	i	1.0
CC(=O)N1CC(C)Oc2ccc(S(=O)(=O)NC(CC(=O)O)c3ccccc3)cc21 (stereo unspecified)	-25.3	2.6	i	i	6.9	-3.2	i	i	i	i	-0.4
Cc1cc(=O)oc2cc(OC(=O)c3ccccc3)ccc12	-4.4	0.3	i	i	-15.3	-4.8	i	i	i	i	-0.3
COc1ccc(N(CC(=O)NCCc2ccc(Cl)cc2)S(=O)(=O)c2c(C)[nH]c(=O)[nH]c2=O)cc1	0.5	-6.3	i	i	-7.0	0.3	i	i	i	i	-0.1
